Screens: PubChem, Southern Research Specialized Biocontainment Screening Center
Dengue inhibitors = antivirals protecting cells from dengue CPE – CPE readout, HTS (AID 540333); Dengue virus CPE inhibition in host cells; active compounds read high; CPE inhibition, % at 20 µM; hit rate 3.1% among 10,000; in the data active means CPE inhibition mostly above about 9.1%, no sharp cut-off; inactive means mostly below about 7.2%
The depositor's hits bear a star; i = inactive. A portion of the library; count on the stated rates, not on these rows.

SMILES	Dengue inhibitors
C#CCN(C(=O)Nc1ccccc1)c1ccccc1	i
CC(C)(C)C1CCc2c(C(=O)NNC(=O)CCC(=O)O)csc2C1 (stereo unspecified)	i
COC(=O)[C@@H]1C(c2ccccc2)(c2ccccc2)[C@@]1(C)C(=O)OC	2.6
CCc1ccc(NC(=O)COC(=O)c2ccc(Cl)c(S(=O)(=O)N3CCCCCC3)c2)cc1	3.0
Cc1cccc(C(=O)Nc2ccccc2SCC(=O)Nc2ccc(C)c(Cl)c2)c1	1.3
CN(C(=O)CSCC(=O)O)C1CCCCC1	0.5
Cc1ccc(-c2c(C(=O)NCc3ccccc3)oc(=O)c3ccccc23)cc1	0.1
COc1ccc(CCNC(=O)C/C(C)=N/NC(=O)C2CCCCC2)cc1OC	0.4
CN(c1ccccc1)c1ccc(/C=N/NC(=O)CC#N)cc1	0.7
O=C(Cc1c[nH]c2ccccc12)NNC(=O)c1ccccc1	0.3
Cc1c(Cl)cccc1NCC(=O)Nc1ccc(Cl)cc1F	4.4
CC(C(=O)O)N1C(=O)C2C3CC(C2C1=O)C1C(c2ccccc2)c2sc(=O)[nH]c2SC31 (stereo unspecified)	i
CCC(C)[C@H](NC(=O)Nc1cccc(Br)c1)C(=O)OC (stereo partly specified)	i
COc1ccc(NC(=S)NCCc2c[nH]c3ccccc23)cc1	0.5
O=C1c2ccc(-c3ccc(F)cc3OCc3ccccc3)cc2S(=O)(=O)c2cccc(C(=O)N3CCCC3)c21	7.0
O=C(/C=N/O)NCCCN1CCOCC1	0.3
COc1ccc(CC/C(C)=N\NC(N)=O)cc1	i
COc1ccc(/C=N/Nc2nc(Nc3ccccc3)nc(N3CCCCC3)n2)c(OC)c1	1.0
Cc1cccc(Nc2nc(N)nc(CSC(=S)N3CCOCC3)n2)c1	7.8
CCN(CC)C(=O)CC(c1ccc(F)cc1)c1ccc(OC)cc1 (stereo unspecified)	0.7
O=C(COc1ccc(Br)cc1)N/N=C1\SCC(=O)N1c1ccc(F)cc1	i
COc1cc(C(=O)NCCc2ccc(F)cc2)c([N+](=O)[O-])cc1OC	0.1
COc1cc(/C=C(\C#N)C(=O)NC2CCCCC2C)ccc1OS(=O)(=O)c1ccc(C)cc1 (stereo unspecified)	i
O=C(CNS(=O)(=O)c1ccccc1)NCC(=O)OCc1ccc(C(=O)c2ccccc2)cc1	0.0
Cn1ncc2c(NNC(=O)c3ccccc3Cl)ncnc21	0.1
O=C(CO/N=C/c1ccccc1Cl)N1CCCc2ccccc21	i
CCOC(=O)C(Cc1ccccc1)C(=O)Nc1ccc(NC(=O)C(Cc2ccccc2)C(=O)OCC)cc1 (stereo unspecified)	i
O=C(CSc1nc2ccccc2s1)NC1CCCc2ccccc21 (stereo unspecified)	0.8
CCc1ccc(O)c(CNCCNCc2cc(CC)ccc2O)c1	i
CN(CC(=O)NC1CCCc2ccccc21)S(=O)(=O)c1cccs1 (stereo unspecified)	i
Cc1sc2ncnc(SCC(=O)N3c4ccccc4Sc4ccc(Cl)cc43)c2c1C	0.1
O=Cc1c(C(=O)O)n(CC(=O)O)c2ccccc12	i
CSc1c(CC(=O)Nc2ccccc2C(F)(F)F)n(Cc2ccccc2)c2ccccc12	5.1
COCCn1c(C)cc(C(=O)CSc2nc3nc(C)cc(C)n3n2)c1C	i
Cc1ccc(N(Cc2cc3ccccc3[nH]c2=O)S(=O)(=O)c2ccccc2)cc1	0.4
CC(C)Oc1cccc(C(=O)NC(=S)NCc2cccnc2)c1	2.7
Cc1nn(-c2ccccc2)c(C)c1/C=N/NC(=O)CSc1nnc(SCc2cccc3ccccc23)s1	4.7
COC(=O)C1=C(N)N(c2ccccc2F)C2=C(C(=O)CC(C)(C)C2)C1c1ccc(OC)c(OC)c1 (stereo unspecified)	i
COc1cc(NS(=O)(=O)c2ccc(Cl)cc2)c(C(=O)O)cc1OC	0.1
O=c1oc2ccccc2cc1-c1csc(Cc2nc(-c3ccc(Cl)cc3)cs2)n1	1.0
CCOc1cc(/C=C2\NC(=S)N(c3c(C)n(C)n(-c4ccccc4)c3=O)C2=O)ccc1O	0.1
Cc1cccc(CN2CCc3c(OCC(=O)NCc4ccco4)cccc3C2=O)c1	i
O=C1c2cccc(OCc3ccc(F)cc3)c2CCN1Cc1ccc(F)cc1	7.6
Cc1ccc(S(=O)(=O)n2cccc2CO)cc1	1.2
COc1cc(CNc2ccc(CNc3ncn[nH]3)cc2)cc(Cl)c1OCc1ccccc1	5.4
O=C(CSc1ccccc1)NCc1ccccn1	0.6
COC(=O)c1sc(S(=O)(=O)Nc2ccc(Br)cc2)c(C(=O)OC)c1C	i
COc1cccc(NC(=O)CCSc2ccc(C)cc2)c1	i
O=C(CCc1nc2ccccc2s1)Nc1ccccc1	0.0
COc1ccc(NC(=S)N(CCCN2CCOCC2)Cc2cn(C)c3ccccc23)cc1	3.5
COc1ccccc1C/C(N)=N/OC(=O)c1cccc([N+](=O)[O-])c1C	i
Cc1ccc(Nc2nc(CSc3nnc(-c4cccnc4)n3-c3ccccc3C)cs2)cc1	1.5
Cc1nc(NC(=O)c2ccc(Cl)cc2)nc2cc3c(cc12)OCO3	0.4
COc1ccc(C(=O)Cc2ccc(F)cc2)c(OC)c1	i
COc1ccc(N2C(N)=C(C#N)C(c3ccsc3)C3=C2CCCC3=O)c(OC)c1 (stereo unspecified)	0.5
O=C(Cn1cc([N+](=O)[O-])cn1)NCC1CCCO1 (stereo unspecified)	i
CC(=O)c1ccc(NC(=O)CCCN2C(=O)/C(=C/C(C)=C/c3ccccc3)SC2=S)cc1	3.8
COc1cccc(/C=N/NC(=O)C(C)n2nc(C)c([N+](=O)[O-])c2C)c1O (stereo unspecified)	i
O=C1C=C(c2cc3ccccc3o2)C[C@@H](c2ccc(F)cc2)C1	4.1
CCN(CC)S(=O)(=O)c1ccc2oc(C(=O)N3CCc4ccccc4C3)c(C)c2c1	0.9

Another view of part of the listing above:
Cc1cccc(Nc2nc(N)nc(CSC(=S)N3CCOCC3)n2)c1
  Dengue inhibitors: 7.8
CCN(CC)C(=O)CC(c1ccc(F)cc1)c1ccc(OC)cc1 (stereo unspecified)
  Dengue inhibitors: 0.7
O=C(COc1ccc(Br)cc1)N/N=C1\SCC(=O)N1c1ccc(F)cc1
  Dengue inhibitors: i

Next part.
SMILES	Dengue inhibitors
CCCCc1ccc(N=N/C(C(=O)Nc2cc(OC)c(NC(C)=O)cc2OC)=C(/C)O)cc1	i
CC(NC(=S)N1CCOCC1)c1ccccc1 (stereo unspecified)	i
O=c1oc(CCCO)cc2ccc(C#CC3(O)CCCCC3)cc12	0.4
Cc1cc(Oc2ccc3ccccc3c2)nc(SCC(=O)c2ccccc2)n1	0.9
CCCCn1c(=O)nc2n(-c3ccc(Cl)cc3)c3ccccc3cc-2c1=O	i
Cc1c(Cl)cccc1NC(CC(=O)c1ccccc1)C(=O)O (stereo unspecified)	i
Cc1cc(C)c(-c2csc(Cc3nc(-c4cc5ccccc5oc4=O)cs3)n2)cc1C	1.4
CCN(C(=O)Nc1ccccc1)c1ccccc1	0.2
O=C(Nc1ccc(F)cc1)c1ccccc1Oc1ccc(C(F)(F)F)cc1[N+](=O)[O-]	9.7
CCOc1ccc(S(=O)(=O)N/N=C(\C)C2CCCCC2)cc1	0.7
N/C(=N\OC(=O)c1ccc2ccccc2c1)c1cccc([N+](=O)[O-])c1	1.0
Nc1ccc(/C=C/C(=O)c2ccco2)cc1	i

Reprinted from the listing (5 entries):
SMILES	Dengue inhibitors
CCCCc1ccc(N=N/C(C(=O)Nc2cc(OC)c(NC(C)=O)cc2OC)=C(/C)O)cc1	i
CC(NC(=S)N1CCOCC1)c1ccccc1 (stereo unspecified)	i
O=c1oc(CCCO)cc2ccc(C#CC3(O)CCCCC3)cc12	0.4
Cc1cc(Oc2ccc3ccccc3c2)nc(SCC(=O)c2ccccc2)n1	0.9
CCCCn1c(=O)nc2n(-c3ccc(Cl)cc3)c3ccccc3cc-2c1=O	i

New compounds follow:
SMILES	Dengue inhibitors
COc1ccc(OCc2cccc(C(=O)NN)c2)cc1	0.3
COc1ccc(CC(=O)NNC(=O)COc2ccc(Br)cc2C)cc1OC	0.2
O=c1c(OC2OC(CO)C(O)C(O)C2O)c(-c2ccc(O)c(O)c2)oc2cc(O)cc(O)c12 (stereo unspecified)	0.1
O=C(/C(=N/N=C/c1ccc(O)c(O)c1)c1ccccc1)c1ccccc1	0.7
CC(NS(=O)(=O)c1ccc2c(c1)OCCCO2)C(=O)O (stereo unspecified)	0.6
COc1ccc(-c2c(-c3cc(OC)cc(OC)c3)n(C)c3ccc(-c4ccc(N(C)C)nc4)cc23)cc1	0.6
CC1CCCN(CCOCCOc2ccccc2-c2ccccc2)C1 (stereo unspecified)	0.3
CCOC(=O)CN1C(=O)CN(c2ccc(C)c(C)c2)C1=O	0.0
CCO[C@@H]1OC(C(=O)N2CCOCC2)=C[C@H](C(C)(C)C)[C@H]1CCCO	i
Cc1nn(-c2ccccc2)c2c1C(c1ccc([N+](=O)[O-])cc1)N1C(=N2)C(=O)Nc2ccccc21 (stereo unspecified)	2.6
Cc1ccccc1C(=O)/C(C#N)=N/Nc1c(C)n(C)n(-c2ccccc2)c1=O	0.2
S=C(NCc1ccco1)Nc1ccc(N2CCOCC2)cc1	0.5
Cc1ccc(S(=O)(=O)N2CCOCC2)cc1C(=O)NCCN1C(=O)S/C(=C\c2ccccc2Cl)C1=O	2.3
Cc1ccc(/C=C/C(=O)Nc2nnc(C)s2)o1	0.3
NNC(=O)c1cc(Br)cs1	0.5
O=C(OCC(=O)C12CC3CC(CC(C3)C1)C2)c1cccnc1Cl	i
COC(=O)c1c(-c2ccc(C(C)(C)C)cc2)csc1NC(=O)C1C2CCC(O2)C1C(=O)O (stereo unspecified)	i
O=C1c2ccccc2NC(c2ccc(Br)o2)N1O (stereo unspecified)	0.0
Cc1cc(-c2csc(NC(=O)c3ccccc3C(F)(F)F)n2)c(C)n1Cc1ccccc1	3.4
COc1ccc(Nc2ccc(S(=O)(=O)N3CCCCC3)cc2[N+](=O)[O-])cc1OC	0.2
COC(=O)CNC(c1ccccc1)c1cc(Br)ccc1NC(=O)CNC(=O)OCc1ccccc1 (stereo unspecified)	16*
O=C(c1ccccc1C(=O)N(c1ccccc1)c1ccccc1)N1CCCCC1	0.8
CN(C(=O)COC(=O)c1cc(-c2ccccc2Cl)nc2ccccc12)C1CCS(=O)(=O)C1 (stereo unspecified)	i
CCOc1ccccc1OCCOCCOc1ccccc1[N+](=O)[O-]	i

Gathered by group: the compounds so far with a cyano group (4)
SMILES	Dengue inhibitors
CN(c1ccccc1)c1ccc(/C=N/NC(=O)CC#N)cc1	0.7
COc1cc(/C=C(\C#N)C(=O)NC2CCCCC2C)ccc1OS(=O)(=O)c1ccc(C)cc1 (stereo unspecified)	i
COc1ccc(N2C(N)=C(C#N)C(c3ccsc3)C3=C2CCCC3=O)c(OC)c1 (stereo unspecified)	0.5
Cc1ccccc1C(=O)/C(C#N)=N/Nc1c(C)n(C)n(-c2ccccc2)c1=O	0.2

More compounds:
SMILES	Dengue inhibitors
CNS(=O)(=O)c1ccc(Cl)nc1	0.7
COc1ccc(-c2ccc3c(c2)S(=O)(=O)c2cccc(C(=O)NC4CCCCC4)c2C3=O)cc1OC	0.3
Cc1cnc(C(=O)OCC(=O)Nc2cccc(S(=O)(=O)N3CCCCC3)c2)cn1	i
Nc1nc(SCC(=O)Nc2ccccc2Oc2ccccc2)n[nH]1	0.1
O=C(/C=C/c1ccccc1)Nc1cccc(S(=O)(=O)Nc2ccccc2F)c1	1.3
O=C(NCCc1ccccc1)C(=O)Nc1nccs1	0.5
CCOc1ccc(Oc2nc(C)cc(OC)n2)nn1	i
CC1=NN(C(=O)c2ccc(Cn3ccc([N+](=O)[O-])n3)cc2)C(O)(C(F)(F)F)C1 (stereo unspecified)	i
CCc1nnc(NC(=O)c2ccc(S(=O)(=O)N3CCc4ccccc4C3)cc2)s1	0.0
CCn1c(SCC(=O)N/N=C/c2c[nH]c3ccccc23)nnc1-c1ccc(Cl)cc1	1.5
C=CCn1c(SCC(=O)c2[nH]c(C)c(C(=O)OCC)c2C)nc2scc(-c3ccc(OC)cc3)c2c1=O	i
CCOC(=O)CC(NC(=O)Cc1ccc(F)cc1)c1ccccc1Cl (stereo unspecified)	0.3

3 of the compounds above, with bars between the fields.
SMILES | Dengue inhibitors
COC(=O)c1sc(S(=O)(=O)Nc2ccc(Br)cc2)c(C(=O)OC)c1C | i
COc1cccc(NC(=O)CCSc2ccc(C)cc2)c1 | i
O=C(CCc1nc2ccccc2s1)Nc1ccccc1 | 0.0

(cont.)
SMILES	Dengue inhibitors
CCc1ccc2c(c1)C(c1ccc([N+](=O)[O-])cc1)=NNC(c1ccc(C)cc1)=N2	1.5
CCOC(=O)C1Nc2ccccc2C2c3ccccc3CC12 (stereo unspecified)	1.9
COC(=O)CCCC1=CC2=CC(=O)C(C)(OC(=O)CCc3ccccc3)C(=O)C2=CO1 (stereo unspecified)	i
O=C(NC1CCCCC1)[C@@H]1CC=C[C@@H]2CCN(C3CCCCC3)C(=O)[C@@H]21	0.6
CCC(=O)NC(c1ccc(C)cc1)c1cc([N+](=O)[O-])c2cccnc2c1O (stereo unspecified)	1.0
CCc1ccc(Nc2nnc(SCC(=O)Nc3cccc(S(=O)(=O)NC4=NCCCCC4)c3)s2)cc1	9.1
COc1ccc(NC(=O)C(c2ccccc2)N(C)C(=O)c2ccc(=O)[nH]c2)cc1 (stereo unspecified)	0.4
CCCCc1ccc(S(=O)(=O)N2CCN(C(=O)c3ccco3)CC2)cc1	1.9
COc1cc(/C=C/C(=O)N2CCCC2)cc(OC)c1OC	0.1
CCN(CC)S(=O)(=O)c1cc(NC(=O)COC(=O)CCC(=O)c2ccc(F)cc2)ccc1C	i
Cc1cc(/C=C(\C#N)C(=O)NC2CC2)c(C)[nH]1	0.1
COc1cc(OC)cc(-c2c(-c3cccs3)c3cc(-c4ccc5[nH]ccc5c4)ccc3n2C)c1	4.8
Cc1sc(NC(=O)/C=C/C(=O)O)c(C(N)=O)c1-c1ccc(C(C)(C)C)cc1	0.3
CC1=NN(c2ccccc2)C(=O)/C1=C/c1ccc[nH]1	i
COc1ccccc1N1CCN(C(=O)c2ccccc2NC(=O)C2CCCCC2C(=O)O)CC1 (stereo unspecified)	i
